ELG1 DNA repair: blocks ELG1-dependent DNA repair in HEK293T cells. HEK293T ELG1-luciferase reporter, luminescence, 16 h; DNA damage induced by 5-fluorouridine. Potency, µM (doses to about 46.1 µM), for inactives: at the top dose activity change, negative = inhibition, actives largely listed as inhibitors. 2.3% of 330,000 active. AID 504467; note: potency is the fitted concentration of half-maximal effect; % is set by controls: 0 for no effect and ±100 for the full control effect; nearly all actives have a fitted effect of over 55% in size
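Quantitative HTS, concentration-response format. 2,000 cells/well co-treated with 5-fluorouridine and compound, 16 hr in 5% CO2 at 37 °C; ONE-Glo luminescence read after 30 min.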
p53 reactivator: mutant p53 re-activation in reporter cells. H1299 p53-A138V BP100-luciferase reporter, luminescence, 24 h. AID 504706. Potency, µM (doses to about 92.2 µM), for the others: at the highest dose activity change, positive = activation, actives largely listed as activators. 0.063% of 320,000 active; note: potency is the fitted concentration of half-maximal effect; % of control where 0% means no effect; nearly all actives have a fitted effect of over 45% in size
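H1299 (p53-null), stable ts p53-A138V + BP100-Luc; 1000 cells/well, Opti-MEM/10% FBS; cpd 4 pt, 1:5; 24 h, 37 deg C, 5% CO2; detection reagent 10 min RT; luminescence.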
BRCA1 expr act: activators of BRCA1 expression; Potency, µM (titrated, usually from 46.1 µM), without a hit: top-dose activation, usual class: activators; 1.1% of 380,000 active; MCF7-BRCA1-FFLuc reporter, luminescence, 48 h; response scale: scaled: vehicle 0%, 10 µM genistein 100%; AID 624202; note: potency is the fitted concentration of half-maximal effect; nearly all actives have a fitted effect of over 80% in size; some results filed as inactive show a strong effect at the top dose
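Luminescence from a BRCA1-driven firefly luciferase in MCF7 cells was the read-out, taken 15 min after substrate addition following 48 h compound exposure at 37 °C. Data were normalized to a 10 microM genistein control and DMSO vehicle.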
TSG101-PTAP inh: blocks PTAP/TSG101 interaction to inhibit HIV-1 budding. AID 493005. Fluorescence polarization, FITC-PTAP peptide / Tsg101 binding. Q99816. 340,000 tested, under 10 active. Potency, µM (top dose mostly 115 µM), without a hit: at the top dose activity change, negative = inhibition, usual class: inhibitors; active = well fitted inhibition curve with a large enough effect in the main read-out, with a control signal flat, not every such curve was filed as active; inconclusive = small, poorly fitted or top-dose-only effect, or effect the other way, or a change in a side signal; inactive = no such curve, though single readings can be large or run the other way; note: potency is the fitted concentration of half-maximal effect; % of control where 0% means no effect
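Steps: Tsg101 binding domain dispensed (10 uM final), compounds pinned in DMSO, FITC-labeled PTAP-motif peptide added (50 nM final); after 20 min binding at room temperature, polarization measured.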
TCR act: activators of T cell receptors. Potency, µM (titrated, usually from 9.22 µM), without a hit: at the top dose activation of IL-2 secretion, hits mostly activators. primary human leukocytes, anti-CD3, IL-2 HTRF, 48 h. 330,000 tested, under 10 active. AID 504894; note: % of control where 0% means no effect
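Primary human leukocytes incubated 48 hr with anti-CD3 beads plus compound, without co-stimulation. Secreted IL-2 measured by HTRF (europium cryptate/d2 anti-IL-2 pair, 320 nm excitation, 665 nm emission).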
TRPV1 agonist: agonists of human vanilloid receptor 1 (TRPV1) | 0.19% of 320,000 active | Q8NER1 | TRPV1-expressing cells, Fluo-8 calcium influx, agonist mode | activation, % at 8.33 µM; in the data active = activation above about 80%; inconclusive = between about 30% and that limit; note: 0% is about no effect
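TRPV1-expressing cells were cultured overnight at 35.5C and loaded with Fluo-8 calcium dye for 40 to 90 min at room temperature. After a 10 s baseline, compound was added and calcium influx was read kinetically for 3 min (ex 480/em 520 nm).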
CXXC DNA block: blocks binding of human MLL CXXC domain to DNA. Q03164. MLL-CXXC / FITC-HOXA9 DNA fluorescence polarization. Potency, µM (doses to about 115 µM), without a hit: top-dose activity change, negative = inhibition, hits mostly inhibitors. 0.037% of 290,000 active; active = well fitted inhibition curve with a large enough effect in the polarisation, with a control signal flat, not every such curve was filed as active; inconclusive = small, poorly fitted or top-dose-only effect, or effect the other way, or a change in a side signal; inactive = no such curve, though single readings can be large or run the other way; the % refers to the polarisation; note: potency is the fitted concentration of half-maximal effect
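Fluorescence polarization: 7 uM MLL-CXXC (stock) preincubated 5 min with compounds, then 50 nM fluorescein-HOX-A9 DNA (stock) added; 30 min ambient. Buffer 50 mM Tris-HCl pH 7.5, 50 mM NaCl, 1 mM DTT, 0.05% BSA.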
B2AR arrestin: recruits beta-arrestin to the human beta2-adrenergic receptor; Potency, µM (highest dose often 46.1 µM), inactives show top-dose activation, actives largely listed as activators; AID 492947; beta-arrestin recruitment to beta2AR, cell-based reporter; 0.02% of 330,000 active;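 note: potency is the fitted concentration of half-maximal effect; 0% = DMSO controls and full agonism = EC100 isoproterenol or metaproterenol; nearly all actives have a fitted effect of over 65% in size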
a7 integrin act: integrin-mediated muscular dystrophy alleviation activation; alpha7betagal myoblasts, beta-gal FDG fluorescence, 48 h; Potency, µM (series often up to 38.3 µM), without a hit: top-dose activation, most hits filed as activators; 0.064% of 350,000 active; AID 624291;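 note: potency is the fitted concentration of half-maximal effect; 100% = response of the positive control SU9516; nearly all actives have a fitted effect of over 60% in size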
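Alpha7betagal+/- myoblasts (passage 13) were plated 16-24 hr, then exposed to compounds (1:260 dilution of DMSO stock) for 48 hours at 37C. After MPER lysis, β-galactosidase reporter activity was read as FDG fluorescence (ex 480/em 540) after 30 minutes.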
A-T KAP1 phos: candidate therapy for ataxia-telangiectasia; […] A-T fibroblasts, KAP-1 phosphorylation AlphaLISA; neocarzinostatin DNA damage 30 min before lysis; Potency, µM (titrated, usually from 57.5 µM), inactives show at the highest dose activation, actives largely listed as activators; 0.19% of 320,000 active; AID 485349; note: potency is the fitted concentration of half-maximal effect; % of control where 0% means no effect; nearly all actives have a fitted effect of over 45% in size
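ATM-like activity read as KAP-1 phosphorylation via AlphaLISA donor/acceptor antibody pairs after lysis and 6 hr at 25C. Cells were ATM-null patient fibroblasts ([…], hTERT), dosed 60 min, then exposed to the DSB inducer NCS for 30 min.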
Numbers without * were called inactive; ? = inconclusive; . = not tested or not shown; & = joins results of further samples; [ ] = remark or other dose. Unless noted, calls come from the whole dose curve; as a rule, active = well fitted curve in the direction sought with a large enough effect; inconclusive = small, poorly fitted or top-dose-only effect, or another doubt; inactive = no such curve, though single readings can be large; an effect the other way counts as inactive or inconclusive. An unsorted share of the library (roughly 3.8% active in at least one column).

SMILES | ELG1 DNA repair | p53 reactivator | BRCA1 expr act | TSG101-PTAP inh | TCR act | TRPV1 agonist | CXXC DNA block | B2AR arrestin | a7 integrin act | A-T KAP1 phos
O=C(O)c1nnsc1-c1csnn1 | . | . | 17% | 0% | 5% | . | . | . | 33% | .
Cc1ccc(N2CC(C(=O)Nc3nnc(SCC(=O)Nc4cc(C)on4)s3)CC2=O)cc1 (stereo not given) | -6% | 7% | -11% | -1% | -2%[46.1 µM] | -5 | 21% | -0.4% | -11% | 5%
O=C(NCCc1ccccc1)C1CCC(Cn2c(=O)c3ccccc3n(Cc3cccc(Cl)c3)c2=O)CC1 (stereo not given) | . | . | -3% | -2% | 0% | . | . | . | 43% | .
COc1ccc(Cn2c(C)nc3ccc([N+](=O)[O-])cc3c2=O)cc1 | ? | 0% | -13% | 1% | -1% | -2 | 16% | -0.2% | 15% | 3%
Cc1ccc2nnnc(-c3ccccc3)c2c1 | 13% | -2% | 6% | 0% | 1%[46.1 µM] | -1 | 18% | -0.2% | 2% | 0%
CCC(C)[C@H](NC(=O)N1CC(=O)Nc2ccccc21)C(=O)Nc1ccccc1C (stereo not given in full) | -21% | -6% | -30% | 5% | 2% | 0 | 34%[activator] | 0.5% | -54%[inhibitor] | 5%
CC(C)(C)OC(=O)NCCCC[C@@H](C(=O)NCCCCCCCCCCC(=O)N1CCN(C(=O)OC(C)(C)C)CC1)n1cc(CCO)nn1 | ? | -9% | -35% | -4% | 5% | 7 | . | -0.9% | -22% | 17%
CCCn1c(NCc2ccco2)nc2ccccc21 | 0% | ? | 35% | . | . | 1 | 1% | 0.0% | 1% | 3%
O=S(=O)(Nc1ccccc1N1CCOCC1)c1ccc(Cl)s1 | -1% | -5% | 0% | 5% | 0% | 1 | -9% | 0.5% | 14% | 7%
O=C1CN(S(=O)(=O)c2cccc(Cl)c2Cl)c2ccccc2N1 | ? | 6% | -21% | -3% | -2% | 0 | -3% | -0.2% | 6% | 13%
CCn1c(O)c(N=NC(=S)NCC2CCCO2)c2ccccc21 (stereo not given) | 0% | 4% | -38% | -2% | 0% | 11 | -10% | ? | -70%[inhibitor] | 1%
O=[N+]([O-])c1nn(-c2ccc3c(c2)OCCO3)n(O)c1=Nc1ccccc1 | ? | -6% | -91% | -3% | 2%[46.1 µM] | 1 | 2% | 0.0% | 0% | -10%
CCCCOCCCNC(=O)c1ccc(NC(C)=O)cc1 | -1% | 6% | 2% | -8% | 0% | 1 | 2% | 0.0% | 16% | -1%
COc1cccc(OCc2nnc(SCC(=O)NNC(=O)C3CCCCC3)n2C)c1 | 2% | -1% | -13% | -4% | 0% | 1 | 1% | 0.1% | -17% | 2%
CCOC1C(=O)NC(=O)N1Cc1ccccc1 (stereo not given) | -4% | 22% | -20% | -6% | 4% | 1 | -29% | 0.6% | 6% | -8%
[O-][n+]1onc2c3ccnnc3ccc21 | 8% | 16% | -11% | -5% | 7% | 0 | 2% | 0.1% | -45% | -3%
O=[N+]([O-])c1cc(C(F)(F)F)ccc1NN=C1CCCC1 | 21% | 16% | -5% | -1% | -7%[46.1 µM] | 2 | 6% | -3.5% | -11% | -3%
C=CCn1c2ccccc2c2nnc(SC(CC)C(=O)Nc3sc4c(c3C#N)CCCC4)nc21 (stereo not given) | ? | -4% | -39% | -12% | 1% | -2 | 13% | -0.7% | 1% | 0%
CCOc1ccc(CNC(=S)N/N=C\c2ccc([N+](=O)[O-])cc2)cc1 | -17% | ? | -3% | -2% | 2% | -5 | 17% | ? | 24% | -4%
Cc1cc(C)c(OCC(=O)OCC(=O)NC2CCCCCCC2)c(C)c1 | 26% | 4% | 1% | -7% | 7% | 11 | -9% | -0.1% | -10% | 20%
COC(=O)c1sccc1OCc1cccc(OC)c1 | 1% | 1% | 16% | -3% | 0% | 7 | 0% | -0.1% | 27% | 8%
CCn1c(SCC(=O)NCc2cccs2)nc2c1c(=O)n(C)c(=O)n2C | -6% | -2% | 2% | -6% | -1% | 0 | 3% | -1.1% | 0% | -5%
CCC1(C)NC(=O)N(CC(=O)Nc2sc3c(c2C(=O)OC)CCCCC3)C1=O (stereo not given) | -8% | -4% | -34% | 0% | -4%[46.1 µM] | -5 | -1% | 0.0% | 2% | -2%
COC(=O)CNC(=O)c1ccccc1[N+](=O)[O-] | . | . | 4% | 0% | 1% | . | . | . | -37% | .
CCCCCCc1cc2cc(C(=O)OCC)c(=O)oc2cc1O | -36% | -4% | -6% | -7% | -11% | 0 | 1% | 0.0% | 38% | 1%
N#CCCN(C(=O)COC(=O)c1cc(S(=O)(=O)N2CCOCC2)ccc1Cl)c1ccc(F)cc1 | -13% | 3% | -7% | -2% | -5% | -5 | . | 0.1% | 11% | -1%
CCN(CCCNC(=O)CC(C(=O)N1CCc2ccccc21)n1ccnc1)c1cccc(C)c1 (stereo not given) | ? | -31%[inhibitor] | 0% | -5% | -4% | 0 | 0% | -0.3% | 11%[7.66 µM] | -3%
CCn1c2ccccc2c2cc(C#N)c(N)nc21 | . | . | 2% | -1% | -2% | . | . | . | -25% | .
O=C(OCC(=O)N1CCCc2ccccc21)c1ccc(Cl)nc1 | -1% | -8% | -9% | -1% | -4%[46.1 µM] | 1 | 1% | -0.1% | -13% | -2%
Cc1ccc(N2CC(=O)N(NC(=O)Nc3ccc(Cl)c(Cl)c3)CC2=O)cc1 | 3% | 0% | -11% | 0% | 2% | 0 | 16% | -0.5% | 22% | -5%
Cc1csc(CNc2ncnc3ccc(-c4cccnc4)cc23)c1 | -4% | 5% | 10% | 0% | -5% | . | . | -0.5%&-0.2% | . | -3%&-3%
Cc1cc(C)c(S(=O)(=O)c2ccccc2Cl)c(Cl)n1 | -5% | -4% | . | . | . | 7 | 0% | -0.3% | . | 1%
COC(=O)C1=C(C(=O)OC)[C@@H]2Nc3ccccc3[C@@]23C[C@@H](C(=O)OC)N(C(=O)C2CCC2)C3=N1 | . | . | -1% | -5% | 9% | . | . | . | -10% | .
CC(C#N)(Nc1ccc(Cl)cc1)c1cccnc1 (stereo not given) | -9% | 1% | -6% | -4% | -9%[46.1 µM] | -1 | 8% | 0.4% | 28% | 5%
NS(=O)(=O)c1ccc(NC(=O)c2cc(-c3ccccc3O)n[nH]2)cc1 | 9% | -3% | 26% | -2% | -4% | -1 | ? | 0.1% | 10µM* | 32%
Cc1ccc(-n2ncc3c(N4CCCC(C)C4)ncnc32)c(C)c1 (stereo not given) | ? | 15% | ? | -5% | 14% | ? | 1% | 0.0% | -46% | 11%
CCC(C)c1ccc(NC(=S)NCc2ccccc2OC)cc1 (stereo not given) | ? | 8% | -52% | -1% | 4% | 83* | -7% | -0.2% | ? | 10%
COc1ccc(NC(=O)c2ccco2)c(OC)c1 | ? | 10% | 79% | -2% | -4% | 7 | -2% | -0.1% | 10% | 4%
Nc1nc(COc2ccc(Cl)cc2)cs1 | ? | 7% | ? | 2% | -5% | 1 | 0% | 0.1% | -39% | 1%
CC[C@]12c3[nH]c4ccc(Cl)cc4c3CCN1C(=O)[C@@H](CC(=O)NCCCOC)C[C@@H]2C(=O)N1CCN(C(=O)C2CC2)CC1 | -3% | 2% | 3% | 0% | -5%[46.1 µM] | . | . | -0.5% | -29% | 7%
Cc1cc(C)nc(-n2nc(C)cc2NC(=O)c2cccc(S(=O)(=O)N3CCCCC3)c2)n1 | -13% | 2% | . | . | . | -1 | -2% | 2.8% | . | 6%
Cn1c(C(=O)N2CCN(c3ccccc3)CC2)cc2cc(Cl)ccc21 | -18% | -1% | 0% | -2% | -5% | -7 | -7% | 0.2% | 0% | 7%
O=C(Nc1ccc(F)cc1)C(c1ccccc1)N1CCN(C(=O)c2ccco2)CC1 (stereo not given) | ? | 15% | -2% | -1% | -3% | -5 | -5% | -0.3% | 6% | -4%
CC1CC(C)(C)CC2(C1)NC(=O)N(CC(=O)NC1CCCc3ccccc31)C2=O (stereo not given) | 7% | -1% | -8% | 1% | -3%[46.1 µM] | -1 | -3% | 0.0% | -6% | 14%
C(#Cc1ccccc1)CN1CCOCC1 | ? | -3% | 12% | -3% | -4% | -3 | 6% | -0.2% | 0% | -1%
Cn1c(C(O)c2ccc(Br)cc2)nc(Cl)c1Cl (stereo not given) | ? | -2% | -42% | 1% | -1% | -1 | 1% | -0.5% | -8% | -1%
Cc1ccc(S(=O)(=O)Nc2cccc(C(=O)NCC3CCCO3)c2)cc1F (stereo not given) | -9% | -3% | -29% | -2% | 1% | -5 | . | 0.0% | -12% | -2%
N#CCCN(C(=O)COC(=O)c1nc(Cl)ccc1Cl)c1ccccc1 | 15% | 5% | -3% | -1% | -1% | -1 | . | -0.3% | -1% | 3%
COc1ccc(S(=O)(=O)CCC(=O)NCCc2cccc(C)c2)cc1 | 0% | -2% | 7% | -1% | 3% | 1 | -3% | -1.0% | -1% | 4%
CCCC(=O)Nc1c(-c2ccccc2)c(=O)c(C)nn1-c1ccc(C)cc1 | 9% | 3% | 0% | -2% | -5% | -5 | 0% | -0.5% | -26% | -11%

Bioassay records from PubChem.
